# Screening results from PubChem BioAssay.
# HEK293 viab = reduces viability of HEK-293 SNCA reporter cells; HEK-293-SNCA-luc viability, GF-AFC fluorescence, 24 h; Potency, µM (titrated, usually from 57.1 µM), inactives show at the top dose activity change, negative = cytotoxicity, hits mostly cytotoxic; actives 0.12% (n = 150,000);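 further: potency means the concentration at half of the fitted maximal effect; 0% = DMSO-treated cells and -100% = medium-only wells without cells; nearly all actives have a fitted effect of over 30% in size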
#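 Cytotoxicity counterscreen: after 24 h compound treatment of genome-edited SNCA-luciferase HEK-293 cells, live-cell protease substrate GF-AFC read by fluorescence after 30 min; activity scaled between DMSO (0%) and medium-only (-100%), curves Hill-fitted.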
# NIH3T3 tox = kills NIH 3T3 cells; NIH 3T3 viability, CellTiter-Glo ATP luminescence, 48-72 h; actives 4.3% (n = 94,000); Potency, µM (doses to about 96.7 µM), for inactives: top-dose activity change, negative = cytotoxicity, hits mostly inhibitors; further: potency means the concentration at half of the fitted maximal effect; nearly all actives have a fitted effect of over 55% in size
#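 First NIH 3T3 cells are plated at 400 cells/well; next compound is pinned in; then plates incubate 48 or 72 hr at 37 °C; finally CellTiter-Glo is added and luminescence read after 10 min.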
# Luciferase inh = inhibitors of firefly (Photinus pyralis) luciferase; purified P. pyralis luciferase, luminescence, biochemical; Potency, µM (series often up to 115 µM), without a hit: at the top dose activity change, negative = inhibition, hits mostly inhibitors; actives 2.5% (n = 76,000); AID 1347043; P08659; further: potency means the concentration at half of the fitted maximal effect; nearly all actives have a fitted effect of over 65% in size
# Target sequence (P08659 whole entry, looked up): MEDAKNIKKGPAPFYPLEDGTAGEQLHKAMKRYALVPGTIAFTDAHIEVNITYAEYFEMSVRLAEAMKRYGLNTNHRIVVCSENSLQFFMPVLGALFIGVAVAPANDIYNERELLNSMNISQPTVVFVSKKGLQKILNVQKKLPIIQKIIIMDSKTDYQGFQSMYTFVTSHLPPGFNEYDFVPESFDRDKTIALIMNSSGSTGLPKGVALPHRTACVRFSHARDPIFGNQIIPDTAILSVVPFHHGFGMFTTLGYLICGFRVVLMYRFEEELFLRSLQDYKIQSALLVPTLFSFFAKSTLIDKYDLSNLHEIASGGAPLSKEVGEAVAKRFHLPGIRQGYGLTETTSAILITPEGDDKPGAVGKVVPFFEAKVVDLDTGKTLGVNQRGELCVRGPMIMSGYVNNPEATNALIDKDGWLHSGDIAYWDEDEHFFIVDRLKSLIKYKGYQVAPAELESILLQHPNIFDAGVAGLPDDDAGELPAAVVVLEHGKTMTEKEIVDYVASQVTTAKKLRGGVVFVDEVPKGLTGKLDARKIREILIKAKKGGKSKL
#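 Biochemical qHTS: compound (6-point titration) added to 10uM D-luciferin plus 10uM ATP in Tris acetate pH 7.5 buffer with Mg, Tween-20 and BSA, then purified enzyme at 10nM; light output imaged.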
# HEK293 tox = kills HEK 293 cells; HEK 293 viability, ATP luminescence (CellTiter-Glo), 48-72 h; actives 6.6% (n = 94,000); AID 1345083; Potency, µM (top dose mostly 115 µM), for inactives: top-dose activity change, negative = cytotoxicity, usual class: inhibitors; further: potency means the concentration at half of the fitted maximal effect; nearly all actives have a fitted effect of over 60% in size
#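 ATP-coupled CellTiter-Glo luminescence served as viability read-out, recorded 10 min after reagent addition at room temperature. HEK 293 cells, 250 cells/well, had been incubated with pintool-transferred compound for 48 or 72 hr at 37 degree Celsius.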
# GPT2 inhibitor = inhibitors of human GPT2 alanine aminotransferase. Q8TD30. Recombinant GPT2, coupled pyruvate oxidase/HRP Amplex Red fluorescence. Potency, µM (series often up to 57.7 µM), for the others: at the top dose activity change, negative = inhibition, actives largely listed as inhibitors. actives 0.25% (n = 100,000); further: potency means the concentration at half of the fitted maximal effect; nearly all actives have a fitted effect of over 60% in size; many of its hits are not listed in these tables
#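 Fluorescence of coupled pyruvate oxidase/HRP/Amplex Red system (50uM Amplex, 30 min, dark) reports pyruvate formed by GPT2. Enzyme reaction: 10ng/uL GPT2, 2mM L-alanine, 250uM a-KG, 30 min room temperature, pH 7.5; 50uM AOA control.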
# SNCA expr inhib = reduces expression of the alpha-synuclein gene. HEK-293 SNCA-luciferase knock-in, luminescence, 24 h. actives 0.17% (n = 140,000). Potency, µM (series often up to 57.2 µM), for the others: at the highest dose activity change, negative = inhibition, usual class: inhibitors;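 further: potency means the concentration at half of the fitted maximal effect; plate controls were DMSO cells for no effect and cell-free wells for full effect; nearly all actives have a fitted effect of over 45% in size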
# IP6K1 inh = inhibitors of human IP6K1 | IP6K1 kinase, ADP-Glo luminescence, 2 h; active compounds read low | activity change, % (series mostly up to about 58 µM) | actives 0.81% (n = 140,000); in the data active means activity change below about -25%
# Target sequence (Q92551 whole entry, looked up): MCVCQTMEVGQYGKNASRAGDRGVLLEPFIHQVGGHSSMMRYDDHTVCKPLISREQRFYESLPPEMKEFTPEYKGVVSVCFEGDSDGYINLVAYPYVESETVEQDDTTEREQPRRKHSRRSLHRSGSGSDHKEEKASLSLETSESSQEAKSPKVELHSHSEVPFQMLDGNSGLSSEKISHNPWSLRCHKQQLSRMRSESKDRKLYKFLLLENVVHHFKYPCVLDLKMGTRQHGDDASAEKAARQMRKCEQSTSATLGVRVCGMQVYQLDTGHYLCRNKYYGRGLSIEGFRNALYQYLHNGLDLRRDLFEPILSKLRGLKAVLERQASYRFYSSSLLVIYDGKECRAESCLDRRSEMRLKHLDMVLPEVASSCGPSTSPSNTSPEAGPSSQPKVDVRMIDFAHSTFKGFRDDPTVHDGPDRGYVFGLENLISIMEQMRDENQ
#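 ADP-Glo luminescence measures ADP made by human IP6K1 during a 2 h RT reaction with ATP/IP6 (mix at 1.3 mM/130 uM); top library doses 57.5 and 19.1 uM final.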
# An asterisk follows results filed as active; i = inactive; ? = inconclusive; . = not tested or not shown; [ ] = remark or other dose. Unless noted, the call rests on the fitted dose curve; in most records, active means well fitted curve in the direction sought with a large enough effect; inconclusive means small, poorly fitted or top-dose-only effect, or another doubt; inactive means no such curve, though single readings can be large; an effect the other way counts as inactive or inconclusive. Unless noted, on the % scale 0 is the no-effect control and ±100 the full control effect.
SMILES,HEK293 viab,NIH3T3 tox,Luciferase inh,HEK293 tox,GPT2 inhibitor,SNCA expr inhib,IP6K1 inh
CCc1ccccc1NC(=O)Cn1ccn2nc(-c3ccc(F)cc3)c(CO)c2c1=O,10%,i,0%,1%,-10%,-13%,9
O=C(/C=C/c1ccc(O)c(O)c1)O[C@H]1[C@@H]2C=CO[C@@H](O[C@@H]3O[C@H](CO)[C@@H](O)[C@H](O)[C@H]3O)[C@@H]2[C@@]2(CO)O[C@@H]12,8%[23.9 µM],.,.,.,?,.,-6
CC(C)N(CCCCOCC(=O)NS(C)(=O)=O)c1cnc(-c2ccccc2)c(-c2ccccc2)n1,?,.,.,.,-6%,.,-6
COc1ccc(-c2ccccc2CN)cc1,-2%[87.6 µM],-10%[138 µM],.,-4%[172 µM],i,-7%[87.6 µM],-3
O=C(Nc1ccc(-c2nnc3n2CCCC3)cc1)c1ccc(F)cc1,9%,-4%,3%,9%,i,32%[activator],37
O=C(Cn1ccn2nc(-c3ccc(F)cc3)c(CO)c2c1=O)Nc1ccc(F)cc1F,-3%,4%,0%,12%,-4%,-1%,2
O=C(NCCc1ccccc1)N1CCCC(c2nc(CCOc3ccc(F)cc3)no2)C1 (configuration not stated),-29%,?,?,?,i,41%[activator],-11
CC1(C)CN(C(=O)COc2ccccc2)CC(=O)N(Cc2ccccc2)C1,.,?,.,-22%,.,.,15
O=C(C1CCCN1C(=O)c1cccc(-c2cccnc2)c1)N1CCC(Cc2ccccc2)CC1 (configuration not stated),.,?,.,?,.,.,-7
Cc1cccc(C(=O)N2C[C@@H](CO)[C@H](N(C)C)C2)n1,-3%,4%,5%,i,i,10%,-2
CCS(=O)(=O)N1CC(F)(F)C[C@H]1c1nc(CCOC)no1,5%,-3%,-6%,-11%,?,25%,3
Cc1cc(C[C@@H]2COC[C@@H]2NC(=O)c2cc3cc(F)ccc3n2C)on1,-1%,-3%,0%,4%,i,-2%,19
Cc1cccnc1CN1CCN(c2ncncn2)CC1,-7%,-19%,2%,-3%,5%[11.5 µM],-1%,-11
O=S(=O)(c1ccccc1)N1CCCC(Cc2noc(-c3cccnc3)n2)C1 (configuration not stated),-1%,-26%,-13%,?,i,7%,6
COC(=O)CNC(=O)N1CCC(N2C(=O)C(OCC3CC3)C23CCCCC3)CC1 (configuration not stated),-4%,-17%,-10%,-17%,i,-26%,-4
COc1ccc(C2Cn3cnc(-c4nc(-c5ccc(OC)cc5OC)no4)c3CO2)cc1 (configuration not stated),-20%,20µM*,-16%,?,-5%,2%,18
O=C(Cn1c(=O)nc(-c2ccccc2)c2cc(Cl)ccc21)NCCCc1ccccc1,-10%,.,.,.,.,-16%,6
CCc1cc2c(cc3c(=O)n(CC(=O)N4CCN(c5cc(Cl)ccc5C)CC4)ncn32)s1,1%,.,.,.,.,-23%,-12
COc1ccc(C(=O)Nc2noc3ccccc23)cc1,-3%,.,.,.,.,?,-58*
Cn1c(=O)c2c(SCC(=O)Nc3ccccc3C(F)(F)F)nc(C3CCCC3)nc2n(C)c1=O,-3%,.,.,.,.,-9%,6
CC(C)c1cccc(NC(=O)c2cc3n(n2)CC(c2ccc4c(c2)OCO4)OC3)c1 (configuration not stated),-6%,?,-18%,?,-8%,-10%,11
O=C(CCCCn1c(=O)[nH]c2ccsc2c1=O)N1CCN(c2cccc(C(F)(F)F)c2)CC1,-2%,.,.,.,.,?,-7
c1ccc(-n2cc(CN(Cc3ccccn3)CC3CCCO3)nn2)cc1 (configuration not stated),-2%,-22%,?,?,0%,13%,-6
C=CCN1C[C@@H]2C[C@@H](C(N)=O)N(C(=O)c3ccc(Cl)cc3)c3cccc(c32)C1=O,-33%[23.9 µM],?,.,-8%[57.5 µM],?,-4%[25.6 µM],-3
CCOC(=O)N1CCC(NC(=O)c2ccc3c(c2)N(Cc2cccc(C)c2)C(=O)c2ccccc2S3(=O)=O)CC1,5%,.,.,.,.,?,30
COc1ccccc1-c1noc(CSc2nnc(-c3ccccc3)n2-c2ccc(C)c(C)c2)n1,8%,.,.,.,.,-23%,2
NC(=O)[C@@H](CCC(F)(F)F)N(Cc1ccc(-c2ncon2)cc1F)S(=O)(=O)c1ccc(Cl)cc1,-21%,.,.,.,-5%,-26%,.
COC[C@@H]1CN(C(=O)c2cnccn2)C[C@H]1c1ccccn1,-6%,-3%,.,i,i,-7%,9
Cc1cc(C)c(S(=O)(=O)NCCc2sc(-c3cccnc3)nc2C)c(C)c1,-7%,.,.,.,.,-14%,-11
Fc1ccc(CCNc2nccc(-c3cccnc3)n2)cc1,-11%,?,?,?,3%[11.5 µM],1%,2
Cc1cc(C)cc(N2CCN(c3cc(C4CC(O)C4)ncn3)CC2=O)c1 (configuration not stated),6%,-20%,7%,-19%,-10%,9%,8
COc1ccc(Cn2c(=O)c(C(=O)Nc3ccccc3Cl)nc3cccnc32)cc1,-5%[12.5 µM],-9%,.,-11%,3%,71%[activator],-1
Cc1ccc(NC(=O)C2CCN(c3nnc(C)c4c(C)n(-c5ccccc5)nc34)CC2)cc1Cl,0%,.,.,.,.,?,30
COc1ccccc1CNC(=O)NCc1noc2ccc(C)cc12,7%,.,.,.,.,-11%,-10
O=c1cc(-c2ccncc2)oc2c(-c3cccc(O)c3)nccc12,4%[87.6 µM],22µM*,-14%[172 µM],?,4%[88.5 µM],-19%[87.6 µM],-18
COc1ccc(CNC(=O)C2CCN(C(=O)c3ncn4c3COC(c3ccccc3)C4)CC2)cc1 (configuration not stated),4%,-1%,16µM*,-2%,-5%,73%[activator],5
COc1ccc(-c2nc3c(c(SCC(=O)N4CCCCC4)n2)Cc2c(CO)cnc(C)c2O3)cc1,?,.,.,.,.,13%,39
COc1ccccc1NC(=O)N1CC[C@H]2CC(=O)N(CCc3cnc[nH]3)CC[C@H]2C1,5%[87.6 µM],-7%[174 µM],-1%[172 µM],-1%[172 µM],i,3%[87.6 µM],-2
COCCCNc1cc(Cl)nc2ccnn12,-1%[87.6 µM],-11%[138 µM],-13%[172 µM],?,i,40%[activator][87.6 µM],13
Cc1ccc(-c2noc(CN(C3CCCCC3)S(=O)(=O)c3ccc(F)cc3)n2)cc1,10%,.,.,.,.,?,-8
O=C1NCc2ccccc2CC12CCN(CC1CCCCC1)CC2,-2%,-3%,.,-13%,i,-5%,11
CC(C)(C)OC(=O)N1CCC(c2c(C(=O)N3CCN(c4ccccc4)CC3)cnn2-c2ccccc2)CC1,-28%,.,.,.,.,1%,-4
Cc1ccc(-c2c(C(=O)NCc3ccccn3)nc3sccn23)cc1,-16%,?,.,79µM*,i,-15%,10
O=C(c1ccc2c(c1)N(Cc1c(F)cccc1Cl)C(=O)c1ccccc1S2)N1CCCC1,-26%,.,.,.,.,?,1
CN(C)CCNC(=O)Cc1ccc(NC(=O)N2CCCCc3ccccc32)cc1,0%,.,.,.,.,46%[activator],10
CCc1ccc(NC(=O)CCNS(=O)(=O)c2ccc3c(c2)oc(=O)n3C)cc1,2%,.,.,.,.,-15%,-8
Cc1ccc(C(=O)NCC(c2ccc3c(c2)OCO3)N2CCN(C)CC2)cc1C (configuration not stated),-12%,.,.,.,.,1%,-2
O=C(c1cc(-c2ccccc2)n[nH]1)N1CCc2c(nc(-c3ccc(F)cc3)[nH]c2=O)C1,-9%,?,-20%,?,i,-3%,6
COc1cc(CNC(=O)CSCc2nc3cccnc3n2C2CCCCC2)cc(OC)c1OC,?,.,.,.,.,-12%,24
Cc1oc2c(c1C(=O)N1CCOCC1)CN(C(=O)c1ccncc1)CC2,?,-19%,-11%,-17%,?,-9%,-1
COc1ccc(-n2ncc3c2CC(C)(C)CC3NC(=O)c2cc(C)[nH]n2)cc1 (configuration not stated),-1%,-16%,5%,-3%,0%,-27%,10
COc1ccc2[nH]cc(CCNC(=O)C3(Cc4ccccc4)CCCCC(=O)N3)c2c1 (configuration not stated),6%,-4%,-1%,-21%,1%,?,0
CCOc1ccc(C(=O)N2CCC3(CCNC(=O)CC3)CC2)cc1,-8%,1%,-3%,-3%,i,-8%,8
OC1(CN2CCN(CCc3ccccn3)CC2)CNCCOC1 (configuration not stated),4%,-8%,2%,-20%,-10%,1%,5
CCCCOc1ccc(NC(=O)Cn2nnnc2-c2ccccc2F)cc1,13%,.,.,.,.,5%,-15
CN1C[C@H](NC(=O)NC2(c3ccccc3)CCOCC2)CCC[C@@H](C(=O)NCc2cc(F)cc(F)c2)CC1=O,-4%,i,1%,2%,-5%,5%,13

# Structures from the list above that have an aryl thioether with sulfur outside any ring, in the order listed:
SMILES,HEK293 viab,NIH3T3 tox,Luciferase inh,HEK293 tox,GPT2 inhibitor,SNCA expr inhib,IP6K1 inh
Cn1c(=O)c2c(SCC(=O)Nc3ccccc3C(F)(F)F)nc(C3CCCC3)nc2n(C)c1=O,-3%,.,.,.,.,-9%,6
COc1ccccc1-c1noc(CSc2nnc(-c3ccccc3)n2-c2ccc(C)c(C)c2)n1,8%,.,.,.,.,-23%,2
COc1ccc(-c2nc3c(c(SCC(=O)N4CCCCC4)n2)Cc2c(CO)cnc(C)c2O3)cc1,?,.,.,.,.,13%,39

# Continued.
SMILES,HEK293 viab,NIH3T3 tox,Luciferase inh,HEK293 tox,GPT2 inhibitor,SNCA expr inhib,IP6K1 inh
c1ccc(COc2ccccc2CN2CCC3(CCNCC3)C2)cc1,-28%,22µM*,-14%,28µM*,1%,-11%,-1
CCC(=O)N1CCN(c2nc3c(s2)CC(C(=O)Nc2ccc(OC)cc2)CC3)CC1 (configuration not stated),-2%,-1%,-8%,4%,i,16%,15
CCCNc1cc(N2CCC(CCC(=O)Nc3ccc4c(c3)OCCO4)CC2)ncn1,0%,-19%,11µM*,-26%,i,?,16
CC1(C)CC[C@]2(C(=O)O[C@@H]3O[C@H](CO)[C@@H](O)[C@H](O)[C@H]3O)CC[C@]3(C)C(=CCC4[C@@]5(C)C[C@@H](O)[C@H](O)C(C)(C)C5[C@H](O)C[C@]43C)[C@@H]2[C@@H]1O (some centres not stated),-11%[23.9 µM],.,.,.,i,.,4
O=C(NCc1ccc(Cl)cc1)c1ccc2nnc(Cc3ccco3)n2c1,4%,?,.,0%,-3%,-13%,-5
Cc1cccc(OCC(=O)N2CCC(c3nc4ccccc4o3)CC2)c1C,7%,.,.,.,.,-5%,2
COc1ccc(-c2cc3c(cn2)CN(Cc2ccncc2)CCN3)cc1,9%[87.6 µM],?,3.2µM*,?,-2%[88.5 µM],-14%[87.6 µM],-18
CCCCc1nc2cc(C=CC(=O)NO)ccc2n1CCN(CC)CC,-21%,.,.,.,?,18%,.
